ATXN viability: reduces viability in counter-screen for ATXN expression inhibitors | AID 651635 | hit rate 0.49% among 400,000 | Potency, µM (doses to about 56.7 µM), most hits filed as cytotoxic | S2 cells (HEK-293 line with an ATXN2-luciferase reporter) viability, CellTiter-Fluor protease fluorescence, 24 h; also: potency is read from the fitted curve at half-maximal effect; nearly all actives have a fitted effect of over 40% in size
IL1B secr inh: blocks inflammasome-driven IL-1 beta release; THP-1 LPS/ATP IL-1B secretion, AlphaLISA, 16 h; stronger effect = lower value; activity change, % at 57.5 µM; hit rate 4.7% among 360,000; in the data active = activity change below about -50%; inconclusive = mostly about -30% to -49%; also: % is scaled to controls: 0 for no effect and ±100 for the full control effect
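THP-1 cells pretreated 1 hr with compounds (up to 57.5 uM final), then stimulated with LPS (250 ng/mL final) plus ATP (1.25 mM final); secreted IL-1B measured by AlphaLISA after 16 hr, decreased signal indicating inhibition.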
HT1080 IDH1KD tx: kills HT-1080 cells with IDH1 knockdown; HT-1080 IDH1 knockdown viability, ATP luminescence, 48 h; hit rate 2% among 360,000; AID 686971; Potency, µM (titrated, usually from 46.1 µM), inactives show top-dose activity, negative = toxicity, actives largely listed as cytotoxic;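 also: potency is read from the fitted curve at half-maximal effect; 0% = DMSO wells and -100% = cell-free medium wells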
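Luminescent ATP read-out (CellTiter-Glo, 10 min at room temperature) after 48 h compound exposure at 37 °C gave viability of IDH1-knockdown HT-1080 cells. Activity was normalised to DMSO and cell-free wells, then fitted as concentration-response curves.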
HT1080NT lethal: kills 2HG-producing HT-1080-NT fibrosarcoma cells. HT-1080-NT fibrosarcoma viability, CellTiter-Glo ATP luminescence, 48 h. Potency, µM (highest dose often 46.1 µM), for the others: at the highest dose activity, negative = less viability, hits mostly cytotoxic. hit rate 1.6% among 360,000. AID 686970;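 also: NT is the 2HG producing partner of a matched IDH1 knockdown line; potency is read from the fitted curve at half-maximal effect; 0% = DMSO-treated cells and -100% = media-only wells without cells; nearly all actives have a fitted effect of over 55% in size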
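Viability of the 2HG-overproducing fibrosarcoma line after 48 hours of compound exposure at 37 degrees C was determined by luminescence with CellTiter-Glo, and concentration-effect curves were then fitted and categorized.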
SW480 rerep: DNA re-replication induction in SW480 cells | SW480 DNA re-replication, Hoechst DNA content imaging, 48 h | Potency, µM (highest dose often 46.1 µM), for the others: at the highest dose re-replication activation, usual class: activators | hit rate 1.8% among 340,000 | AID 624297; also: potency is read from the fitted curve at half-maximal effect; % of control where 0% means no effect; nearly all actives have a fitted effect of over 55% in size
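Hoechst fluorescence of nuclei (405 nm excitation, 500-530 nm emission) measured by plate-scanning imager after 48 hr compound exposure at 37 C; re-replication scored as increased number of nuclei with elevated intensity.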
KB-V1 MDR tox: kills drug-selected multidrug resistant KB-V1 cells. KB-V1 MDR cells viability, CellTiter-Glo, 72 h. Potency, µM (series often up to 46.1 µM), for inactives: at the highest dose activity change, negative = cytotoxicity, usual class: cytotoxic. hit rate 3.4% among 400,000. AID 1347076; also: potency is read from the fitted curve at half-maximal effect; % is scaled to controls: 0 for no effect and ±100 for the full control effect; nearly all actives have a fitted effect of over 60% in size
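KB-V1 cells (P-gp-expressing MDR subline of KB-3-1) in phenol-red-free DMEM with 10% FBS were exposed to library compounds over a concentration series for 72 h at 37 degrees C. Viability read by CellTiter-Glo luminescence; concentration-effect curves fitted after normalization.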
KB-3-1 cytotox: KB-3-1 parental cell cytotoxicity; KB-3-1 viability, CellTiter-Glo ATP luminescence, 72 h; Potency, µM (series often up to 46.1 µM), for inactives: top-dose activity change, negative = cytotoxic, usual class: cytotoxic; hit rate 1.4% among 400,000; AID 1347075; also: potency is read from the fitted curve at half-maximal effect; % is scaled to controls: 0 for no effect and ±100 for the full control effect; nearly all actives have a fitted effect of over 60% in size
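Multi-concentration cytotoxicity screen in KB-3-1 cells grown in DMEM lacking phenol red with 10% FBS. After 72 h at 37 °C with compound, ATP-dependent luminescence was recorded.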
MCF10A rerep: inducers of DNA re-replication in MCF 10A breast cells | Potency, µM (titrated, usually from 46.1 µM), without a hit: at the top dose activity, positive = re-replication, usual class: activators | MCF 10A DNA re-replication, Hoechst nuclear intensity, 48 h | AID 624296 | hit rate 2.9% among 350,000; also: potency is read from the fitted curve at half-maximal effect; % of control where 0% means no effect; nearly all actives have a fitted effect of over 50% in size
ATXN2 expr inh: reduces ATXN2 reporter expression in HEK-293 cells; hit rate 0.72% among 360,000; HEK-293 ATXN2-luciferase reporter, luminescence, 24 h; Potency, µM (series often up to 57 µM), inactives show top-dose activity change, negative = inhibition, most hits filed as inhibitors; also: potency is read from the fitted curve at half-maximal effect; % is scaled to controls: 0 for no effect and ±100 for the full control effect; nearly all actives have a fitted effect of over 55% in size
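qHTS (up to 57 uM final) was run with 24 h compound exposure of reporter cells at 37 °C. Each well was multiplexed: SteadyGlo luminescence measured ATXN2-luciferase expression after a fluorogenic Gly-Phe-AFC viability readout (25 uM final).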
An asterisk follows results filed as active; i = inactive; ? = inconclusive; / = not tested or not shown; [ ] = remark or other dose. Unless noted, calls follow the shape of the dose curve; as a rule, active = well fitted curve in the direction sought with a large enough effect; inconclusive = small, poorly fitted or top-dose-only effect, or another doubt; inactive = no such curve, though single readings can be large; an effect the other way counts as inactive or inconclusive.

SMILES	ATXN viability	IL1B secr inh	HT1080 IDH1KD tx	HT1080NT lethal	SW480 rerep	KB-V1 MDR tox	KB-3-1 cytotox	MCF10A rerep	ATXN2 expr inh
N#Cc1c(C(F)(F)F)cc(-c2ccccc2)nc1SCC(=O)N1CCOCC1	/	-9.3	-1.4%	1.0%	-9.6%	10.5%	2.0%	-0.2%	/
O=C(O)C1C2C=CC(O2)C1C(=O)NCCC1=CCCCC1 (stereo unspecified)	i	5.7	11.9%	12.7%	-10.3%	-5.9%	14.2%	3.7%	3.2%
Cc1ccc(C)c(NC(=O)CN(C)C(=O)c2cccc(-n3cccc3)c2)c1	i	-4.5	8.9%	-1.0%	-3.0%	2.7%	1.9%	0.4%	-4.4%
COc1cc(OC)c(NC(=O)c2c3c(nn2C)-c2ccccc2SC3)cc1Cl	i	/	/	/	/	1.9%	24.1%	/	0.0%
O=C(CNC(=O)c1ccccc1F)NCc1ccccn1	/	9.8	5.2%	12.2%	-6.3%	-2.8%	1.4%	1.7%	/
Cc1ccc(NC(=O)CCNS(=O)(=O)c2ccc3[nH]c(=O)oc3c2)cc1N(C)C	i	0.0	8.1%	-0.2%	11.0%	24.8%	0.0%	-1.8%	8.0%
Cc1cccc(NC(=O)c2ccc3ccccc3n2)c1C	i	44.1	?	1.1%	9.2%	6.2%	-2.7%	-38.9%[inhibitor]	99.4%[activator]
Cc1ccc(NC(=O)CSc2nccn2Cc2ccco2)cc1	i	-26.6	-2.4%	-0.6%	-0.3%	/	/	-3.9%	41.1%[activator]
O=c1cc(CO)oc(CN2CCCC2)c1O	i	11.1	-1.9%	3.1%	0.1%	-4.0%	0.6%	-1.5%	0.1%
CC(C)(C)NC(=O)CCN(/N=C/c1ccc([N+](=O)[O-])o1)C1=NS(=O)(=O)c2ccccc21	?	7.5	?	?	13µM*	-21.0%	18.4µM*	23.1µM*	?
CC1Cc2[nH][nH]c(=O)c2C(C2CCCC2)O1 (stereo unspecified)	i	16.7	2.6%	3.8%	/	24.7%	2.1%	/	5.6%
CCOC(=O)C1(C)CCCN(C(=O)c2ccc3c(c2)OCO3)C1 (stereo unspecified)	i	24.1	15.0%	28.7%	/	0.0%	0.0%	/	2.2%
CCCCCSc1nc2c(cnn2-c2ccc(F)cc2)c(=O)[nH]1	i	24.5	10.5%	27.5%	?	-1.1%	0.1%	7.2%	-29.0%
O=C(Nc1cccc(S(=O)(=O)NC2=NCCCCC2)c1)c1cc(-c2ccccc2Cl)nc2ccccc12	?	-11.1	-14.9%	7.8%	-3.7%	13.3%	-2.0%	?	-19.6%
COc1ccc(C(O)c2nc(-c3cccc(C(=O)O)c3)cs2)cc1 (stereo unspecified)	i	13.4	10.3%	18.2%	/	0.4%	0.0%	/	20.9%
CC(C)Nc1nc(NC(C)C)nc(C(N)=O)n1	i	-15.7	-3.2%	1.3%	-2.8%	-4.2%	3.3%	19.4%	0.4%
C/C=C/c1ccc(OCC(=O)Nc2cc(OC)c(OC)c(OC)c2)c(OC)c1	i	-11.5	-14.3%	-14.7%	1.9%	?	?	29.7%	-1.9%
O=C(COC(=O)c1ccc(S(=O)(=O)N2CCOCC2)cc1)Nc1ccccc1F	i	-13.3	-2.7%	-4.4%	20.9%	0.0%	?	6.8%	-14.6%
CCOC(=O)Cn1nc(C)n(-c2c(C)cccc2C)c1=O	i	-62.3*	1.8%	8.9%	-3.6%	4.5%	6.7%	-3.2%	-6.9%
COc1cc(Cc2nccc3cc(OC)c(OC)cc23)c(S(=O)(=O)O)cc1OC	i	-5.8	20.4%	5.0%	-8.2%	12.8%	15.1%	-38.9%[inhibitor]	-1.1%
Cc1ccccc1C(=O)Nc1cc(S(=O)(=O)N2CCOCC2)ccc1N1CCN(C)CC1	i	-11.8	-1.5%	5.7%	1.1%	21.8%	19.5%	12.3%	1.2%
CC1CC(C)CN(CCCNC(=O)C2CCCN(c3ncnc4c3nc3n4CCCCC3)C2)C1 (stereo unspecified)	i	-3.4	0.4%	-4.2%	5.6%	0.5%	-1.9%	-2.7%	-10.6%
O=C(c1cccc(N2C(=O)C3C4C=CC(C4)C3C2=O)c1)N1CCN(c2ccccc2F)CC1 (stereo unspecified)	i	-6.8	3.0%	5.5%	2.7%	-18.6%	5.3%	-1.1%	-0.2%
O=C1CC(c2nc(-c3ccccc3)no2)CN1c1ccccc1 (stereo unspecified)	i	/	/	/	/	22.1%	1.0%	/	7.9%
COc1ccccc1S(=O)(=O)Nc1ccc2nc(C)sc2c1	i	12.2	-8.4%	0.8%	-11.0%	-1.6%	2.8%	5.9%	0.0%
CC1=CC2=NC(=O)/C(=C\c3cccn3CCOc3ccccc3C)C(=N)N2O1	?	?	?	?	16.6%	-2.1%	5.8%	3.8%	?
CN(C)c1oc(COc2ccccc2F)nc1C#N	i	-3.6	16.0%	14.2%	-1.6%	6.1%	11.4%	-1.9%	35.5%[activator]
S=C(Nc1cccc(Cl)c1)N1CCN(c2ccccn2)CC1	i	-24.3	8.7%	2.4%	-1.3%	10.9%	7.8%	-1.7%	117.4%[activator]
O=C(c1ccco1)N1CCN(C(=O)C2CC(c3ccccc3F)=NO2)CC1 (stereo unspecified)	i	-4.5	19.0%	9.1%	-3.9%	14.9%	10.0%	-0.4%	0.9%
COCCNC(=O)C(=O)NCC(c1cccnc1)N1CCN(c2ccccc2OC)CC1 (stereo unspecified)	i	/	/	/	/	2.0%	0.2%	/	-5.2%
CN(C)CCCN(C(=O)c1ccc(S(=O)(=O)N2CCCC2)cc1)c1nc2c(F)cc(F)cc2s1	i	-6.4	-5.5%	-13.8%	-419.4%[inhibitor]	-7.4%	-14.8%	-4.2%	-20.9%
CCn1cc(C(=O)NCc2ccccc2)c(=O)c2cc(S(=O)(=O)N3CCCCCC3)ccc21	i	/	/	/	/	9.6%	-2.7%	/	2.5%
O=C(CCc1ccc(S(=O)(=O)N2CCOCC2)cc1)Nc1nccs1	i	18.2	1.2%	3.4%	-3.6%	-5.5%	1.6%	0.3%	-3.2%
O=C1NC(c2ccccc2)=C(c2ccccc2)C1=O	i	12.2	19.7%	17.6%	-5.7%	2.3%	12.9%	-3.8%	9.7%
CCOC(=O)c1[nH]c2ccc(OC)cc2c1NC(=O)CN1CCc2ccccc2C1	i	?	?	?	4.4%	?	?	?	?
CCc1ccc(NC(=O)c2ccnc(C(C)(C)C)c2)cc1	i	-20.5	-17.4%	5.2%	-14.1%	20.6µM*	2.4%	-3.2%	-6.8%
Cc1ccc(/C=C/S(=O)(=O)NCC(=O)OCC(=O)Nc2ccc(C(N)=O)cc2)cc1	i	1.7	8.4%	5.1%	0.2%	7.2%	-3.4%	2.7%	9.4%
Cc1ccc(CSc2nnc(-c3cccc(S(=O)(=O)N4CCOCC4)c3)n2CC(C)C)cc1	i	?	-17.0%	-4.7%	6.3%	4.61µM*	23.1µM*	24.0%	-20.3%
COc1ccc(CCNc2ccc(C(CC(N)=O)NC(=O)Cc3cccc4ccccc34)cc2[N+](=O)[O-])cc1 (stereo unspecified)	?	-3.0	1.1%	-0.2%	-70.2%[inhibitor][9.22 µM]	-10.9%	-21.4%	?	?
COc1cccc(CN2CCNC(=O)C2CC(=O)NCC2CCOCC2)c1 (stereo unspecified)	i	13.5	12.3%	3.8%	24.9%	17.4%	3.6%	0.7%	5.9%
COc1ccc(N2CCN(C(=O)c3ccccc3NC(=O)C3=C(C)OCCS3)CC2)cc1	i	5.0	-3.9%	10.6%	-5.4%	-11.8%	0.7%	9.4%	4.4%
CCN(CC)C(=O)Cn1cc(S(=O)(=O)CC(=O)Nc2cc(C)on2)c2ccccc21	?	2.3	5.4%	2.8%	3.2%	5.9%	27.4%	0.1%	-13.6%
C#CCOCCOCCOCCNc1nc(N2CCN(C(=O)CCCCCCCCCCNC(=O)Cn3cc(CCCCCN)nn3)CC2)nc(N2CCN(C(=O)CCCCCCCCCCNC(=O)[C@@H](CCC(=O)O)n3cc(CCCCCN)nn3)CC2)n1	i	-16.7	7.4%	0.9%	0.9%	-2.0%	7.7%	-3.5%	-3.9%
CC(=O)Nc1ccccc1C(=O)C(=O)Nc1cccc(F)c1	i	-4.1	2.0%	3.3%	3.4%	4.2%	0.0%	-0.1%	40.3%[activator]
Cc1cc(C)c(NC(=O)c2oc3ccccc3c2COc2ccccc2)c(C)c1	i	-17.8	-13.5%	-3.3%	14.2%	?	-15.0%	13.8%	3.2%
CN(C(=O)C1CCCN1S(=O)(=O)c1ccc(Cl)cc1)c1ccccc1 (stereo unspecified)	i	-0.1	9.5%	-3.4%	-10.2%	-13.2%	16.8%	15.5%	-2.8%
CCc1ccc(OCCNc2cc(N3CCNC(C)C3)ccc2[N+](=O)[O-])cc1 (stereo unspecified)	i	-67.1*	?	?	77.1%	-26.2%	?	?	?
Cn1c(C(=O)NC2CC2)cc(=O)n(C)c1=O	i	-11.0	15.4%	17.3%	-9.5%	-7.7%	-2.5%	-4.8%	-16.4%[11.3 µM]

Marked active in IL1B secr inh, among the entries above:
| mol | IL1B secr inh | SW480 rerep |
| --- | --- | --- |
| CCOC(=O)Cn1nc(C)n(-c2c(C)cccc2C)c1=O | -62.3* | -3.6% |
| CCc1ccc(OCCNc2cc(N3CCNC(C)C3)ccc2[N+](=O)[O-])cc1 (stereo unspecified) | -67.1* | 77.1% |

Bioassay records as filed in PubChem.
